TRb SRC2 PPI – inhibitors of human thyroid hormone receptor beta-SRC2 interaction | TRbeta-SRC2 peptide binding, fluorescence polarization; receptor liganded with 1 µM T3 | AID 1469 | Potency, µM (highest dose often 106 µM), for inactives: at the highest dose activity change, negative = inhibition, actives largely listed as inhibitors | hit rate 0.065% among 280,000 | P10828;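 also: plate controls were bound peptide for no effect and peptide without receptor for full effect; nearly all actives have a fitted effect of over 50% in size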
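Assay buffer: 20 mM Tris-HCl, 100 mM NaCl, 10% glycerol, 1 mM EDTA, 0.01% NP-40, 1 mM DTT, 1 uM T3, 5% DMSO; TRb LBD 0.6 uM, Texas Red SRC2 20 nM; FP after 5 hr.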
GoLoco inh red – RGS12 GoLoco-Gai1 interaction inhibition; P63096; Gai1:RGS12 GoLoco peptide FP, rhodamine, 10 min; Potency, µM (top dose mostly 61.6 µM), for inactives: top-dose activity, negative = inhibition, usual class: inhibitors; hit rate 0.44% among 230,000; active = well fitted inhibition curve with a large enough effect, not every such curve was filed as active; inactive = no such curve, though single readings can be large or run the other way; also: nearly all actives have a fitted effect of over 30% in size; many of its hits are not listed in these tables
KDM4E inh – JMJD2E (human) inhibition | B2RXH2 | JMJD2E catalytic domain, FDH-coupled NADH fluorescence (FDH is formaldehyde dehydrogenase) | Potency, µM (titrated, usually from 57.1 µM), inactives show at the top dose activity change, negative = inhibition, usual class: inhibitors | hit rate 1.6% among 230,000; active = well fitted inhibition curve with a large enough effect, not every such curve was filed as active; inconclusive = small, poorly fitted or top-dose-only effect, or another doubt; inactive = no such curve, though single readings can be large or run the other way;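 also: 0% = wells with enzyme and -100% = buffer wells without enzyme; nearly all actives have a fitted effect of over 50% in size; many of its hits are not listed in these tables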
L3MBTL1 inh – inhibitors of human L3MBTL1; AlphaScreen L3MBTL1–H3K9me1 peptide binding; Potency, µM (doses to about 57.1 µM), for the others: top-dose activity, negative = inhibition, most hits filed as inhibitors; Q9Y468; AID 485360; hit rate 0.66% among 230,000; also: nearly all actives have a fitted effect of over 60% in size
Target sequence (Q9Y468 whole entry, looked up): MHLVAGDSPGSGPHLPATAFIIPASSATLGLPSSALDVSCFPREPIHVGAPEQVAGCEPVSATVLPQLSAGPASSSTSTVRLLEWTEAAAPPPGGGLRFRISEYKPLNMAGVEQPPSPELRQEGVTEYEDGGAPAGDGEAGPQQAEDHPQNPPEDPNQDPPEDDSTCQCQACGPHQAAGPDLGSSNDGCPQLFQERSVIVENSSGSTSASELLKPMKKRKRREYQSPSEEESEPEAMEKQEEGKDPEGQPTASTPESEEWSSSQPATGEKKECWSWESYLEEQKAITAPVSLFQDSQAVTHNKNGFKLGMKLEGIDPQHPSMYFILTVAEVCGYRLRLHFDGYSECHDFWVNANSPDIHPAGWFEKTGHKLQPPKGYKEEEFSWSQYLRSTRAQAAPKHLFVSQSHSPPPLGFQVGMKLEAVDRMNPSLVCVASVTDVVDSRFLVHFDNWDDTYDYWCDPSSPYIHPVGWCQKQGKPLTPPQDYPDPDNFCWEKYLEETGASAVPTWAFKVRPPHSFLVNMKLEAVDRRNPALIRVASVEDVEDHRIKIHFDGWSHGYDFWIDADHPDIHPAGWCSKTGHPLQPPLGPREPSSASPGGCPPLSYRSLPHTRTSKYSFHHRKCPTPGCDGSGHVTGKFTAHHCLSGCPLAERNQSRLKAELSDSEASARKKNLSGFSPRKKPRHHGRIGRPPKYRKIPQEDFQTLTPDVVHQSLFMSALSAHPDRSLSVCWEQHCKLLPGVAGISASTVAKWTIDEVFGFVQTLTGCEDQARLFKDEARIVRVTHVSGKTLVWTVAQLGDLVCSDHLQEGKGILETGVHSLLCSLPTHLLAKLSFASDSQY
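AlphaScreen proximity signal between nickel-chelate acceptor and streptavidin donor beads (final 10 ug/mL) reports binding of 50 nM L3MBTL1 to 75 nM biotin-H3 K9me1 peptide; complex incubated with compounds 30 min at room temperature; cefsulodin titration as control.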
RECQ1 helicase – blocks DNA unwinding by human RECQ1; AID 2549; P46063; hit rate 0.54% among 240,000; RECQ1 DNA unwinding, red fluorescence kinetic read; Potency, µM (titrated, usually from 57.3 µM), for inactives: top-dose activity, negative = inhibition, usual class: inhibitors;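 also: plate controls were vehicle for no effect and no enzyme for full effect; nearly all actives have a fitted effect of over 30% in size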
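RECQ1T1 50 nM; forked duplex (20 bp + 30-nt ss tails) 200 nM, ATP 2 mM final; pH 8.0, 2 mM MgCl2, 2.5 ug/ml poly(dI-dC); 15 min compound preincubation; discontinuous kinetic read over 2 h at RT.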
Tau fibril FP – blocks human tau fibril formation measured by polarization. K18 P301L tau heparin fibrillization, Alexa594 FP, 6 h. Potency, µM (highest dose often 57.7 µM), without a hit: top-dose activity, negative = inhibition, most hits filed as inhibitors. hit rate 0.39% among 280,000. AID 1468; also: nearly all actives have a fitted effect of over 55% in size
Target sequence (P10636 561-689 P618L limits assumed): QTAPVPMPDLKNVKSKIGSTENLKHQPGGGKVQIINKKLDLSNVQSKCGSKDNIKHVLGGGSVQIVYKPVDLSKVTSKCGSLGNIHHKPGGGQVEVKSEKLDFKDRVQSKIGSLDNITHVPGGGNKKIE
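Quantitative HTS format: compounds meet 15 uM recombinant K18 P301L tau and Alexa 594-tau tracer in 100 mM sodium acetate pH 7; 20 uM heparin triggers fibrillization at 37 C over 6 hr; FP gives the signal.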
Tau ThT inhib – tau fibrillization inhibition (ThT binding); P10636; Potency, µM (highest dose often 57.4 µM), without a hit: at the highest dose activity, negative = inhibition, hits mostly inhibitors; recombinant tau K18 P301L (four-repeat tau fragment), heparin-induced fibrillization, ThT fluorescence; hit rate 2.1% among 270,000; also: nearly all actives have a fitted effect of over 55% in size
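Aggregation was driven by heparin (20 uM final) acting on recombinant tau […] bearing P301L in 100 mM sodium acetate pH 7; fibrils were detected with Thioflavin T.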
TexasRed fluor – counter-screen for TRb-SRC2 inhibitors: fluorescence interference | Potency, µM (top dose mostly 106 µM), for the others: at the top dose fluorescence change, negative = quenching | hit rate 0.29% among 280,000 | TRb/SRC2 Texas Red total fluorescence interference | AID 1479; active = well fitted curve in either direction with a large enough effect; inconclusive = small, poorly fitted or top-dose-only effect
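Flags fluorescent or light-absorbing compounds by total fluorescence, S + 2P, at 555 nm excitation and 632 nm emission. Mixture: 20 nM Texas Red SRC2 peptide, 0.6 uM human TRb LBD, 1 uM T3, 5% DMSO; compound exposure 5 h at ambient temperature.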
The depositor's hits bear a star; i = inactive; u = inconclusive; x = no result given; [ ] = dose if it differs, or a comment. Unless noted, calls follow the shape of the dose curve; as a rule, active = well fitted curve in the direction sought with a large enough effect; inconclusive = small, poorly fitted or top-dose-only effect, or another doubt; inactive = no such curve, though single readings can be large; an effect the other way counts as inactive or inconclusive. Unless noted, % is scaled to controls: 0 for no effect and ±100 for the full control effect; potency is read from the fitted curve at half-maximal effect.

mol,RECQ1 helicase,KDM4E inh,TexasRed fluor,GoLoco inh red,L3MBTL1 inh,Tau fibril FP,Tau ThT inhib,TRb SRC2 PPI
Cc1ccc(/C=N/NC(=O)Cn2nc(C)c(Br)c2C)o1,-11%,0%,0%,2%,x,0%,-3%,7%
CCC(=O)N(Cc1ccco1)Cc1cc2cccc(C)c2n2nnnc12,i,4%,4%,4%,4%,6%,-10%,2%
CCOc1ccccc1CNc1ccc(O)cc1,20µM*,-14%,u,-46%,u,8.9µM*,7.1µM*,28µM*
CCN1CCN(CCOc2ccc(Cl)cc2)CC1,-3%,10%,0%,10%,49%[activator],10%,-8%,-5%
CCOC(=O)C1CCCN(CCC(=O)Nc2cc(C)cc(C)c2)C1 (stereo unspecified),i,-4%,0%,1%,-13%,0%,3%,2%
COc1ccccc1C(OC(=O)c1ccco1)C(=O)NC(C)(C)C (stereo unspecified),-1%,-4%,-3%,x,-4%,-8%,-18%,-2%
Cc1cc(N2CCC(C)CC2)nc2ccc(NC(=O)/C=C/c3cccc(Cl)c3)cc12,x,x,9%,x,x,24%,6.3µM*,17%
[O-]/C(=C(\C(=S)Nc1ccc(SC(F)F)cc1)[n+]1ccccc1)c1ccc(Cl)cc1Cl,-10%,-4%,0%,22%,x,-4%,u,-9%
CCOC(=O)c1c(C)[nH]c(CCC(=O)NCCCN2CCN(c3ccccc3F)CC2)c1C,x,x,0%,x,x,9%,-6%,-10%
COc1ccc(N2CCN(CCCNC(=O)CN3CCN(Cc4ccccc4C)C3=O)CC2)cc1,-4%,-9%,1%,-13%,-24%,-4%,u,-5%
CC1CCCCC1NC(=O)CSc1nnc(COc2ccccc2Cl)o1 (stereo unspecified),-4%,-8%,2%,-3%,3%,-3%,-14%,10%
CCCCNC(=O)NNC(=O)c1ccoc1C,-5%,-8%,3%,8%,-2%,2%,-4%,-6%
CCNC(=O)CN(CCc1ccccc1)S(=O)(=O)c1ccc(OC)cc1,-3%,9%,-1%,4%,x,6%,-11%,2%
CCOC(=O)CCCSc1nc2sc3c(c2c(=O)[nH]1)CCC3,-1%,-10%,-2%,8%,x,7%,u,-6%
COc1ccc(C)cc1-n1nnnc1SCc1nc2ccccc2c(=O)[nH]1,0%,u,0%,25%,-25%,6%,3%,-1%
COc1cccc(C(=O)n2nc(-c3ccco3)nc2NCc2cccs2)c1,x,x,-10%,x,x,-5%,u,4%
Cc1ccn(C(=O)c2ccc(NC(=O)C3CCCCC3)cc2)n1,i,-3%,-2%,5%,11%,-4%,-4%,-2%
Cc1ccc(N2C(=O)C3C4C=CC(CNC(=S)Nc5ccc(F)cc5)(O4)C3C2=O)cc1 (stereo unspecified),i,4%,1%,-26%,19%,1%,-1%,1%
COc1c(Cl)cnn(-c2ccccc2)c1=O,-3%,3%,0%,-6%,5%,-2%,0%,0%
CC(=O)N1CCc2c(sc3c2c(=O)n(-c2ccccc2Cl)c(=O)n3Cc2cccc(C)c2)C1,x,x,1%,x,x,7%,-1%,7%

Entries of single compounds as entered above:
Shown for `Cc1ccc(N2C(=O)C3C4C=CC(CNC(=S)Nc5ccc(F)cc5)(O4)C3C2=O)cc1` (stereo unspecified) : RECQ1 helicase = i; KDM4E inh = 4%; TexasRed fluor = 1%; GoLoco inh red = -26%; L3MBTL1 inh = 19%; Tau fibril FP = 1%; Tau ThT inhib = -1%; TRb SRC2 PPI = 1%
Shown for `Cc1ccn(C(=O)c2ccc(NC(=O)C3CCCCC3)cc2)n1` : RECQ1 helicase = i; KDM4E inh = -3%; TexasRed fluor = -2%; GoLoco inh red = 5%; L3MBTL1 inh = 11%; Tau fibril FP = -4%; Tau ThT inhib = -4%; TRb SRC2 PPI = -2%

Continuation:
mol,RECQ1 helicase,KDM4E inh,TexasRed fluor,GoLoco inh red,L3MBTL1 inh,Tau fibril FP,Tau ThT inhib,TRb SRC2 PPI
CCN(C(=O)Cc1cccs1)c1nnc(-c2cc(OC)c(OC)c(OC)c2)s1,-3%,u,1%,8%,x,-2%,-15%,-7%
CC(C)C(NS(=O)(=O)c1ccc2c(c1)oc(=O)n2C)C(=O)NCCc1ccc(Cl)cc1 (stereo unspecified),x,x,0%,x,x,-6%,5%,2%
CSc1nc(N)nc(-c2cccs2)c1C#N,10%,7%,2%,3%,9%,2%,-8%,0%
COc1ccc(CCNC(=O)c2c(C)oc3ncnc(N4CCOCC4)c23)c(OC)c1,x,x,-2%,x,x,-9%,-5%,-3%
Cc1ccc(F)cc1NCC(=O)Nc1ccc(Cl)cc1F,-18%,13%,1%,x,9%,u,-9%,-2%
O=C(CSc1nc2ccccc2[nH]1)N1CCCCC1,-10%,0%,-6%,13%,x,3%,-5%,5%
COc1ccc(NC(=O)Cn2c(=O)n(CC(=O)NCc3ccco3)c(=O)c3ccccc32)cc1,-6%,-3%,6%,0%,-1%,2%,-13%,1%
O=c1[nH]cnc2c1sc1nc3c(c(-c4ccc(Cl)cc4)c12)CCC3,5%,7%,-4%,8%,x,-1%,0%,0%
Cc1ccc(N(Cc2ccco2)C(=O)c2cccc(S(=O)(=O)N(C)C)c2)cc1,-6%,-4%,5%,-5%,x,1%,-8%,-4%
O=C(CSCc1ccc(Cl)c(Cl)c1)Nc1c[nH]c(=O)[nH]c1=O,1%,1%,-2%,11%,-3%,1%,-3%,-1%
CC(NC(=S)NNS(=O)(=O)c1ccc(C(C)(C)C)cc1)c1ccccc1 (stereo unspecified),3%,-1%,-4%,0%,-20%,4%,-13%,3%
CCCN(CCC)C(=O)CC(c1ccccc1)c1ccco1 (stereo unspecified),14%,-13%,-8%,-1%,33%[activator],-3%,-18%,-12%
Cc1ccccc1OCC(O)CN1CCN(CCN2C(=O)c3cccc4cccc(c34)C2=O)CC1 (stereo unspecified),-2%,u,1%,0%,-17%,15%,-1%,0%
Cc1c(CCC(=O)O)c(=O)oc2cc3occ(-c4ccc(F)cc4)c3cc12,12%,-154%,-6%,8%,x,1%,u,-9%
O=C(COc1ccc(Br)cc1)Nc1cc(S(=O)(=O)N2CCCCC2)ccc1N1CCCCC1,-4%,3%,-1%,10%,4%,-8%,-2%,-4%
Cc1ccc(Oc2nn[nH]n2)cc1,-14%,1%,-2%,5%,1%,3%,0%,-2%
COc1cc(C(=O)NCc2cn3cccc(C)c3n2)cc(OC)c1OC,-10%,-3%,-1%,-1%,x,7%,-26%,-8%
Nc1cc(OC(=O)c2cccs2)nn1S(=O)(=O)c1ccccc1,-7%,2%,0%,1%,2%,-4%,u,3%
NC(=O)CC1SC(N)=NC1=O (stereo unspecified),u,4%,-3%,2%,x,-1%,3%,7%
O=C(CN1C(=O)NC2(CCSC2)C1=O)N1CCN(c2ccc(F)cc2)CC1 (stereo unspecified),-1%,2%,3%,-8%,-7%,-1%,-12%,3%
O=C(CN1C(=O)COc2ccc(Cl)cc21)Nc1cccc(C(=O)O)c1,x,x,-9%,x,x,-8%,-2%,5%
Cc1cc(C)nc(SC(C)CNS(=O)(=O)c2ccccc2)n1 (stereo unspecified),i,-3%,-1%,9%,-7%,-6%,-4%,-7%
O=S(=O)(Cc1ccccc1)Nc1ccc(S(=O)(=O)NCC2CCCO2)cc1 (stereo unspecified),-7%,0%,0%,3%,5%,0%,-8%,-5%
CCOc1ccc(NC(=O)NCc2ccco2)cc1,i,-10%,-5%,-1%,-3%,0%,-9%,-8%
Cc1ccc(N2C(=O)c3ccccc3C2Nc2ccc(S(=O)(=O)N3CCOCC3)cc2)nc1 (stereo unspecified),-6%,4%,-5%,1%,x,2%,-18%,-9%
COc1ccc(NC(=O)CSc2nc3c(c(=O)n2-c2ccccc2OC)SCC3)cc1,-1%,-1%,0%,6%,5%,-8%,u,1%
COc1cccc(C(=O)Nc2ccc(N3CCN(S(C)(=O)=O)CC3)cc2)c1,-13%,-1%,0%,7%,x,8%,u,-17%
N#Cc1cnc2ncnn2c1-c1ccccc1,2%,2%,-1%,-5%,2%,-8%,-9%,1%
O=C(O)CSC1=NC(=Nc2cccc(Cl)c2)C2(CCCCC2)N1c1ccccc1,-5%,-12%,1%,-35%,4%,-2%,-5%,-4%
Cc1ccc(CNc2nc3ccccc3s2)s1,-1%,2%,-1%,7%,x,1%,-3%,-6%
CCN(CC)C(=O)Cn1cc(SCC(=O)Nc2cc(OC)ccc2OC)c2ccccc21,x,x,-1%,x,x,-8%,-6%,-3%
Cn1cc(S(=O)(=O)CC(=O)Nc2ccc3c(c2)OCO3)c2ccccc21,-16%,-3%,-2%,-5%,-4%,8%,u,1%
O=C(CN1CCCc2ccccc21)NCc1ccc2c(c1)OCO2,-11%,2%,-2%,7%,-7%,7%,-6%,-3%
CN(C)c1ccnc(Oc2ccccc2)c1C#N,-4%,-3%,-5%,6%,-5%,6%,-8%,6%
COC(=O)Cc1c(C)c2ccc3c(c2oc1=O)CN(Cc1ccc(Cl)cc1)CO3,x,x,-25%,x,x,1%,-10%,-1%
COc1ccccc1/C=N/NC(=O)c1cccc(NC(=O)c2ccccc2Cl)c1,i,u,-3%,8%,5%,-11%,-7%,6%
CC1(C)CC2C1CCC1(C)OC1CCC2(C)O (stereo unspecified),i,19%,1%,-6%,x,-12%,6%,0%
CCCn1c(SCC(=O)N2CCCC2)nc2c1c(=O)n(C)c(=O)n2C,i,-1%,2%,x,-1%,2%,-16%,-3%
O=C(CC1C(=O)NCCN1C(=S)Nc1ccccc1)Nc1ccc(F)cc1 (stereo unspecified),-7%,-9%,-5%,x,-7%,5%,6%,3%
CC[n+]1c(/C=C/C=C/N(C(C)=O)c2ccccc2)sc2ccccc21,-3%,-18%,16%,-177%,-7%,u,11µM*,6%
C=CCn1c(=O)c(C(=O)Nc2ccccc2O)c(O)c2ccccc21,-2%,u,0%,-6%,-4%,7%,u,-7%

Screening data (PubChem BioAssay)

Some of the compounds tested; the hit share may differ from the screen's.
